Screens: PubChem BioAssay, several laboratories
TROY signal inh: TROY signaling inhibition. 360,000 tested, 0.98% active. Q293 LMP1-TROYcd NF-kB luciferase reporter, 4 h. AID 1347056. inhibition, % at 10 µM;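 active means compounds whose plate-normalised and pattern-corrected inhibition of the luciferase reporter signal at the single screening dose is 50% or more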
HIF-2a block: blocks HIF-2a reporter activity; 786-0 RCC cells HIF-2a reporter, luciferase luminescence, overnight; inhibition, % at 18.8 µM; 360,000 tested, 0.72% active; AID 624352;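 active means inhibition of the luminescence signal of 40% or more relative to plate controls, in a single-dose primary screen at 18.75 µM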
NR2E3 ag-1: activates human NR2E3 receptor; AID 602229; 360,000 tested, 0.35% active; Q9Y5X4; CHO-S Gal4-NCOR/VP16-NR2E3 two-hybrid, luciferase; inhibition of corepressor binding, % at 3.98 µM;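 active means inhibition above the mean of all tested compounds plus 3 SD, cut at about 70% in these data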;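 further: 0% = DMSO with NR2E3 transfected cells and 100% = cells lacking NR2E3 construct; higher means lower luciferase signal from less NR2E3 corepressor binding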
Target sequence (Q9Y5X4 whole entry, looked up, the tested form may be a part): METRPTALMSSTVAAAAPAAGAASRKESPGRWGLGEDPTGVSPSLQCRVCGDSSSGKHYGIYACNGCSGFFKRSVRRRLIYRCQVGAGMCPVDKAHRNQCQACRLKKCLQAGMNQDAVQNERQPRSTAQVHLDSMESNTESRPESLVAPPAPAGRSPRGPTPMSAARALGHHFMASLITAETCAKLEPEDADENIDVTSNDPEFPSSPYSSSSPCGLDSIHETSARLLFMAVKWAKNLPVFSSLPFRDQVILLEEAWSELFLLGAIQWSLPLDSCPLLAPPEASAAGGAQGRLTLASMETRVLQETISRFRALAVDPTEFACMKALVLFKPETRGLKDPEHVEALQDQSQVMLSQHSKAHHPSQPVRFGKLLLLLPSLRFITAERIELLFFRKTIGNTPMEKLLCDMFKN
C8 TRAIL sens: caspase-8 TRAIL sensitization; NB7+C8 cells + TRAIL, ATPlite viability luminescence; 360,000 tested, 1% active; inhibition (viability loss, TRAIL sensitization), % at 10 µM; AID 624354;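 active means compounds causing at least 50% loss of cell viability in the single-dose screen, relative to plate controls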
MITF TRPM1 inh: inhibitors of MITF-driven TRPM1 promoter in melanoma cells | SK-MEL-5 TRPM1 promoter luciferase, 24 h | inhibition, % at 12.5 µM | 330,000 tested, 0.83% active | AID 488899;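 active means mean inhibition across replicates of 60% or more, whatever share of single replicates reaches that level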; further: values of inactives mirror those of a sister screen read the other way
NR2E3 ag-2: activates human photoreceptor nuclear receptor NR2E3; Q9Y5X4; GST-NR2E3/biotin-RetCOR TR-FRET, 1536-well; inhibition of corepressor binding, % at 4.78 µM; 320,000 tested, 0.12% active; AID 2300;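 active means percent inhibition above the cutoff of mean plus 3 SD of all tested compounds, set per screening campaign, cut at about 20% in these data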;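 further: 0% = DMSO wells and 100% = biotin wells as full block of FRET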
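Material: NR2E3–RetCOR corepressor complex | Quantity: 1.35 nM GST-tagged NR2E3 final | Schedule: 5 h at 4 °C | Replication: Singlicate compound wells | Reagent: RetCOR corepressor, biotinylated, 7 nM | Controls: Biotin wells as high control, 0.6% DMSO wells as low control | Signal: TR-FRET, Eu(K)-anti-GST donor, streptavidin-D2 acceptor, ex 340, em 617/671 nm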
Peg3 promoter: reduces Peg3 promoter-driven luciferase expression in HeLa; 360,000 tested, 1.7% active; inhibition, % at 20 µM; AID 588405; HeLa PEG-Prom luciferase reporter, luminescence, overnight;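 active means inhibition of at least 50% at 20 µM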
KKLEB tox: reduces viability of KKLEB cystic fibrosis airway cells | KKLEB CF airway cells viability, ATPlite luminescence, overnight; active compounds read low; cells stimulated with P. aeruginosa culture filtrate | activity change (cytotoxicity), % at 5 µM | 360,000 tested, 0.36% active | AID 602141;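 active means corrected activity change at or below -50% at 5 µM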
TWEAK-Fn14 inh: blocks TWEAK-Fn14 interaction in a reporter cell assay | TWEAK-stimulated Fn14 reporter cells, luciferase luminescence, 8 h | inhibition, % at 10 µM | 360,000 tested, 2% active | AID 1159606; in the data active means inhibition above about 50%
Shn3 inh set2: inhibitors of Schnurri-3 3'UTR reporter in osteoblasts; AID 588674; Clone20 osteoblast Shn3 3'UTR firefly luciferase, 24 h; inhibition, % at 12.5 µM; 360,000 tested, 0.52% active;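 active means mean inhibition of at least 75% with every replicate also reaching 75%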;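 further: 0% = median of neutral control wells and 100% = pilot-screen positive control compound; some compounds past the cut are filed as inactive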
CF NFkB block: inhibitors of cystic fibrosis induced NF-kB | KKLEB NF-kB-GFP reporter, PAF-induced, GFP fluorescence overnight | inhibition, % at 5 µM | 360,000 tested, 0.86% active;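 active means at least 50% inhibition at 5 µM, scaled per plate between neutral and stimulator controls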;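 further: PAF is a Pseudomonas aeruginosa culture filtrate used as stimulus; plate controls were PAF-stimulated DMSO wells for no effect and unstimulated DMSO wells for full effect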
Active calls of the source: *; · = not tested or not shown. Some of the compounds tested; count on the stated rates, not on these rows.

SMILES	TROY signal inh	HIF-2a block	NR2E3 ag-1	C8 TRAIL sens	MITF TRPM1 inh	NR2E3 ag-2	Peg3 promoter	KKLEB tox	TWEAK-Fn14 inh	Shn3 inh set2	CF NFkB block
Cc1ccc(NC(=O)CSCC(=O)NC2CCCCC2)cc1	-6	-2	13	0	-3	2	4	2	22	13	-11
CCN(CC)CC(=O)NN(Cc1ccccc1)c1ccccc1	1	11	-16	-17	-11	-3	-6	-4	7	-3	-5
c1ccc(Oc2nc(Oc3ccccc3)nc(N3CCOCC3)n2)cc1	9	15	-7	7	-2	5	9	0	-11	10	6
COc1ccc2[nH]c(C)c(CCN(Cc3cccs3)C(=S)Nc3ccc(F)cc3)c2c1	12	-21	-16	2	8	0	-8	-14	5	86*	15
COc1ccc(Cc2nc3ccc(C(=O)N(C)CCCN4CCOCC4)cc3o2)cc1	6	4	-8	9	9	1	-2	1	-11	-6	-3
COc1ccc(OCc2cc(C(=O)N3CCN(CC(=O)N(C)C)CC3)no2)c(Cl)c1	-8	-12	22	0	-11	2	-7	0	0	6	10
Cc1ccc(-c2n[nH]c3c2C(c2cccc(O)c2)N(c2ccc(C(=O)O)cc2)C3=O)cc1 (stereo not given)	-6	5	-21	4	5	-1	8	6	-24	-7	-16
O=C(Nc1nccs1)C1CCCN1S(=O)(=O)c1cccc2cccnc12 (stereo not given)	-8	13	6	-10	0	6	9	-3	6	3	12
COc1ccccc1NC(=O)Cn1cnc2c(oc3ccccc32)c1=O	-16	-18	-14	-10	0	2	-17	-12	-6	2	-9
CN1CCN(C2CCCCC2NS(=O)(=O)c2ccc(Cl)cc2)CC1 (stereo not given)	6	0	-45	-8	-9	0	-2	12	6	-4	11
CC(C)CC(=O)NC1(C(F)(F)F)C(=O)N(CC(C)C)C2=C1C(=O)CC(C)(C)C2 (stereo not given)	16	-1	-25	-1	-1	-1	7	13	-2	5	3
CC(=O)Nc1ccc(NC(=O)C2C3C=CC(C3)C2C(=O)O)cc1 (stereo not given)	2	19	-28	-1	4	-3	4	8	-16	2	-23
Cc1ccc2c(c1)nnn2C1CCN(CC(=O)c2ccc(Cl)cc2)CC1	-3	2	-6	8	12	1	0	0	-1	-1	6
O=C(NCCN1CCN(c2ccccc2)CC1)c1ccccc1F	-16	-3	-12	-4	-2	-1	10	-17	0	-2	8
Cc1ccc(CNC(=O)Cn2cnc3c(NCc4ccccc4)ncnc32)o1	6	1	-42	20	17	·	18	0	10	9	0
Cc1ccsc1C(=O)NNC(=O)c1cccc(S(=O)(=O)N2CCCC2)c1	-22	4	-10	-2	-1	3	1	-8	2	-29	-2
Cc1csc(NC(=O)NCC2CCCC(CNC(=O)Nc3nc(C)cs3)C2)n1 (stereo not given)	-11	-121	-56	1	-5	0	-134	-7	26	-27	14
O=C(CCN1C(=O)c2ccccc2C1=O)C1=NN[C@@H]2C(=O)N(c3ccc(F)cc3)C(=O)[C@H]12	-3	15	-13	-6	-8	-4	14	11	7	-13	1
NC(=O)Cn1cc(C(=O)c2cccs2)c2ccccc21	32	19	-14	-8	-3	-1	15	2	-20	8	9
CCCC(=O)N1CCC1(C)C(=O)NS(=O)(=O)c1ccc(C(C)(C)C)cc1 (stereo not given)	-1	11	-6	-1	·	·	2	5	1	16	-13
O=C(O)C1CCCCN1C(=O)c1ccc(S(=O)(=O)N2CCCCCC2)cc1 (stereo not given)	16	-6	-3	-10	3	5	-31	6	1	-5	-24
NC(=O)Cn1c(=O)n(CCC(=O)NCCSCc2ccccc2)c(=O)c2ccccc21	71*	11	-5	31	-5	-2	9	-9	17	6	0
Cc1cc(C)cc(C(=O)NC2CC(C)(C)NC(C)(C)C2)c1	-12	15	-3	-14	10	0	9	-4	6	15	13
COc1cc(/C(C)=N\NC(=O)CSc2nc3ccccc3n2C)ccc1O	-16	4	11	6	-10	2	11	-2	-21	21	-9
O=C(C=Cc1ccccc1)N1CCCCC1	-36	-205	-57	1	-71	·	-182	4	-22	-47	4
Next structures follow:
SMILES	TROY signal inh	HIF-2a block	NR2E3 ag-1	C8 TRAIL sens	MITF TRPM1 inh	NR2E3 ag-2	Peg3 promoter	KKLEB tox	TWEAK-Fn14 inh	Shn3 inh set2	CF NFkB block
Cc1cccn2c(=O)c(/C=N/O)c(NCc3ccccc3)nc12	11	-1	-49	3	-16	2	-7	3	-74	-10	-24
COC(=O)CC1COc2ccccc2N1S(=O)(=O)c1ccc(OC)cc1 (stereo not given)	-2	10	-64	18	7	-5	35	-12	24	2	10
COc1ccc(S(=O)(=O)N(C(=O)c2ccncc2)c2ccc(OC(=O)c3ccncc3)cc2)cc1	29	18	0	-5	11	5	9	-8	8	6	11
CCn1cc(C(=O)NCc2cccnc2)c(=O)c2cc(F)c(N3CCN(C(=O)c4ccco4)CC3)cc21	20	16	-31	9	8	-1	6	-3	14	1	-3
COc1cc(/C=C2\N=C(c3ccccc3)NNC2=O)cc(OC)c1OC	19	17	-21	15	26	-1	3	0	-11	·	2
Cc1cc(N2C(=O)C3CC=CCC3C2=O)cc(C)c1Br (stereo not given)	4	17	-12	7	8	-2	0	-3	-15	15	0
Cc1c(OC(C)C(=O)NCC2CCC(C(=O)O)CC2)ccc2c(-c3ccccc3)cc(=O)oc12 (stereo not given)	-2	5	-51	-2	-10	3	8	2	-11	12	-2
Cc1ccc(C2(c3ccc(C)cc3)NC(=O)N(Cc3c(C)noc3C)C2=O)cc1	-8	18	-20	-12	-4	-2	28	15	-3	10	-26
CS(=O)(=O)N(CC(=O)NCc1ccco1)c1cc(C(F)(F)F)ccc1Cl	0	3	1	5	1	-3	9	6	4	25	3
O=C(CN(Cc1ccccc1)S(=O)(=O)c1ccccc1)N1CCOCC1	-4	8	5	9	-2	3	9	17	7	8	-4
COC(=O)c1sccc1NC(=O)CCC1CCCC1	-40	-63	15	12	-7	0	-13	7	-3	-2	-11
C=CCN(c1ccccc1)S(=O)(=O)c1cccc(C(=O)Nc2cccc(C)n2)c1	16	17	11	12	16	2	28	-13	10	21	6
COc1ccc(Br)cc1C(=O)NC(=S)Nc1ccc2[nH]c(=O)[nH]c2c1	-8	1	-1	-3	3	3	7	0	-2	12	-2
C/C(=N/Nc1ncc(C(F)(F)F)cc1Cl)c1ccncc1	-8	-11	10	-16	-1	0	-25	3	-4	11	-10
CN(C)S(=O)(=O)c1ccc(C(=O)Nc2ccc3nc(N4CCOCC4)sc3c2)cc1	-4	-3	10	0	-11	·	-7	9	-28	-29	-24
CCCS(=O)(=O)NC(=O)C1(C)CCCN(C(=O)c2ccc(C(F)(F)F)cc2)C1 (stereo not given)	-2	6	-22	-25	·	·	-5	2	6	1	-12
Cc1cccc2nc(CSc3nncn3-c3ccccc3)cn12	4	2	3	-8	0	-1	1	6	4	2	5
COc1cc(NC(=O)Cn2cnc3c(SC)nc(N)nc32)cc(OC)c1OC	-4	8	3	5	7	·	0	-3	20	0	15
COc1ccc(NC(=O)C2CCN(c3nc(C)nc4c3CCC4)CC2)cc1	21	15	1	4	-1	1	5	-4	27	·	2
